S1P3 antagonist: blocks the human S1P3 receptor | CHO S1P3 NFAT-BLA reporter, FRET fluorescence, antagonist mode | inhibition, % at 4.98 µM | hit rate 0.27% among 170,000;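 active = inhibition above the plate cutoff, the mean inhibition of test wells on that plate plus 3 SD, cut at about 28% in these data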;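 note: cells challenged with S1P at its EC80 of 0.8 µM; blue over green emission ratio from cleaved BLA substrate after 4 h stimulation; 0% = S1P-stimulated wells and 100% = unstimulated DMSO-only wells; some compounds past the cut are filed as inactive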
Target sequence (Q99500 whole entry, looked up): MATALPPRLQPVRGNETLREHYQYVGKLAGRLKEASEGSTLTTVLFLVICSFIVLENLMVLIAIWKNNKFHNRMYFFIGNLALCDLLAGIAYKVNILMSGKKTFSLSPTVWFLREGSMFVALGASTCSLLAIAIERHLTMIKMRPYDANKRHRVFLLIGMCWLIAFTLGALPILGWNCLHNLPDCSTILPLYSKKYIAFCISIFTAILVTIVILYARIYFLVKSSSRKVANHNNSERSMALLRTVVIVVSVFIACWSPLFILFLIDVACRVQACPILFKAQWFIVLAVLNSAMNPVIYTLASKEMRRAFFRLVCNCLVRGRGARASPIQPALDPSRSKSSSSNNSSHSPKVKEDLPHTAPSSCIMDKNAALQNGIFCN
TR-FRET SRC-2 ct: flags TR-FRET format artefacts in PPARgamma SRC-2 recruitment agonist screen; AID 1049; TR-FRET ratio at 8 µM; hit rate 0.4% among 200,000; TR-FRET artefact counter-screen; active compounds read high; in the data active = TR-FRET ratio above about 2000; note: inactives centre near 1500; reference of the scale not given here
Redox H2O2 prof: compounds producing H2O2 with reducing agent – biochemical, NIH compound library profiling, artefact control for MLSCN library redox annotation, primary screen; DTT-dependent redox cycling H2O2, phenol red/HRP absorbance; 100% = 100 µM peroxide control, 0% = buffer; activation, % at 10 µM; hit rate 0.03% among 200,000; AID 878;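 active = activation of at least 50% relative to the plate's high and low controls in the primary single-dose screen; inactive = activation below 50%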;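 note: compound incubated with DTT at 0.8 mM final as the reducing agent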
bIAP act: intestinal alkaline phosphatase (bovine) activation; purified bovine IAP, CDP-star luminescence, 30 min; active compounds read high; fold of DMSO-control signal, blank-subtracted; activation factor at 20 µM; hit rate 0.17% among 200,000; AID 1016;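 active = activation factor of 2 or more at 20 µM, a signal rise over negative controls twice the positive control's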
PPARg SRC3 recr: promotes SRC-3 coactivator recruitment by human PPARgamma. AID 731. activation, % at 8 µM. P37231. biochemical PPARgamma/SRC-3 coactivator recruitment assay. hit rate 0.26% among 200,000; in the data active = activation above about 23%;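 note: 0% = DMSO and 100% = reference agonist; some compounds past the cut are filed as inactive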
Lmaj promast: reduces viability of Leishmania major promastigotes | hit rate 9% among 200,000 | AID 1063 | inhibition, % at 10 µM | resazurin fluorescence viability; in the data active = inhibition above about 50%;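 note: promastigotes grown with compound for 44 hours at 28 °C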
PPARg SRC-1 ag: agonists of human PPARgamma SRC-1 coactivator recruitment; P37231; PPARgamma-SRC-1 coactivator recruitment biochemical assay; activation, % at 8 µM; hit rate 0.41% among 200,000; in the data active = activation above about 19%;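 note: 0% = DMSO and 100% = reference agonist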
PPARg SRC2 recr: promotes SRC-2 coactivator recruitment by human PPARgamma. activation, % at 8 µM. hit rate 0.34% among 200,000. P37231. PPARgamma LBD-SRC-2 recruitment, biochemical; in the data active = activation above about 22%;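 note: 0% = vehicle and 100% = reference agonist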
bIAP inhibitor: intestinal alkaline phosphatase (bovine) inhibition; purified bovine IAP, CDP-star luminescence, 30 min; inhibition, % at 20 µM; 190,000 tested, under 10 active; AID 1019;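 active = over 50% inhibition of intestinal alkaline phosphatase at 20 µM in the single-dose screen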
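Assay system – bovine IAP enzyme · Quantity – bovine IAP at 1/65,000,000 final dilution · Detection – CDP-star luminescence signal · Times – 30 min reaction at room temperature · Also added – CDP-star substrate at 30 µM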
ROMK primary: human ROMK K+ channel modulation, primary screen; hit rate 2% among 130,000; Tet-inducible ROMK, thallium flux fluorescence; actives lie on both sides; B-score at 10 µM; P48048;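 active = signal ratio slope over the read window, or its plate-corrected B-score, at least 3 SD from the plate mean, either direction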;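 note: B-score of the F/F0 ratio slope over 7 to 12 s after thallium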
Target sequence (P48048 whole entry, looked up): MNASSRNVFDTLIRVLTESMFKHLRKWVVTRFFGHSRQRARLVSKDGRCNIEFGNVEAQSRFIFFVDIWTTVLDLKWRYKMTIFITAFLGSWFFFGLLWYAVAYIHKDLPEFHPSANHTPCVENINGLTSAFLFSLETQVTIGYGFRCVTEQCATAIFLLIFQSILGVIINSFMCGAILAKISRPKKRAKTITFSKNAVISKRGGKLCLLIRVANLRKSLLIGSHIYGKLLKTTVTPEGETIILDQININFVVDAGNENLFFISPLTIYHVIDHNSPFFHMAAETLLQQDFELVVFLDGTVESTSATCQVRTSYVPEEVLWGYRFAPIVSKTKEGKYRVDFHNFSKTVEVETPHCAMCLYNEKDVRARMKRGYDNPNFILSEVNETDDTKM
TLR4 MyD88 comp: blocks binding of human TLR4 to MyD88 | O00206+Q99836 | HeLa CL3-4 TLR4/MyD88 BLA complementation, FRET ratio | inhibition, % at 8.4 µM | hit rate 0.18% among 200,000; in the data active = inhibition above about 25%;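 note: 0% = vehicle and 100% = reference inhibitor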
An asterisk follows results filed as active; x = no result given.

SMILES	S1P3 antagonist	TR-FRET SRC-2 ct	Redox H2O2 prof	bIAP act	PPARg SRC3 recr	Lmaj promast	PPARg SRC-1 ag	PPARg SRC2 recr	bIAP inhibitor	ROMK primary	TLR4 MyD88 comp
C=CCN(c1ccc(C(=O)Nc2cccc([N+](=O)[O-])c2)cc1)S(C)(=O)=O	-16	1494	-0.9	0.9	0	6	-5	-9	8	x	-8
COC(=O)c1ccccc1NC(=O)c1cc(C2CC2)on1	16	1500	-0.6	0.8	5	-7	5	10	16	x	-12
COc1ccc(-c2[nH]ncc2CN(C)CCN2CCOCC2)cc1F	7	1528	-1.6	1	-3	5	1	-10	-3	0.51	-1
CN(Cc1cccs1)C(=O)Cc1csc(-c2ccccc2)n1	-24	1522	-0.8	0.9	9	8	10	8	11	-0.042	10
Cc1ccc2c(c1)nnn2C1CCN(CC(=O)NCCc2nc3ccccc3[nH]2)CC1	-10	1609	1.8	1.1	8	-7	-4	-5	-6	x	6
COc1ccc(-c2noc(CCC(=O)NCCCN3CCC(Cc4ccccc4)CC3)n2)cc1	5	1439	2.9	1.1	0	100*	-3	0	-6	x	5
O=C(O)C1CC(=O)N(CCc2ccccc2)C1 (stereo not drawn)	x	1380	1.0	0.9	1	-3	2	3	6	0.99	13
Cc1cc(=O)n2nc(N3CCCC(C(=O)N4CCOCC4)C3)sc2n1 (stereo not drawn)	-12	1497	-0.7	0.9	-5	-1	-4	-6	8	x	1
CC(C)N1CCC(N2CCN(Cc3cc(F)ccc3-n3cccn3)CC2CCO)CC1 (stereo not drawn)	-20	1505	-0.1	1	5	-5	1	0	2	0.85	9
CC(=O)c1cc(CN2CCN(C3CCN(C(C)C)CC3)C(CCO)C2)cs1 (stereo not drawn)	-4	1505	0.5	1	1	1	2	-2	-2	0.13	-13
C/C(=N\NC(=O)c1cc(-c2ccccn2)nc2ccccc12)c1cccc([N+](=O)[O-])c1	-9	1694	-0.6	0.9	0	8	0	-1	13	-0.44	-2
COc1ccc(CNC(=O)c2ccc(NC(=O)C3CCCO3)cc2)cc1 (stereo not drawn)	x	1475	0.5	1	-5	-5	2	7	3	0.47	1
Cc1ccc(C(C)C)c(OCCNC(=S)Nc2cccc3ccccc23)c1	x	1481	-0.6	0.5	-2	31	8	-3	46	x	-5
Cc1ccc(CN2CCN(Cc3ccc(OC(C)C)cc3)CC2CCO)o1 (stereo not drawn)	-6	1596	-0.5	1	-2	-3	2	-4	-4	0.85	-6
Cc1ccc(NC(=O)CSc2nnc(COc3ccc(C#N)cc3)n2-c2ccccc2)cc1C	27	1679	0.2	0.9	9	8	4	0	12	0.18	-5
COc1cc(/C=N/Nc2nc(N3CCCC3)nc(N3CCCC3)n2)ccc1O	x	1792	-0.4	1	9	97*	2	12	0	1.2	2
CCOC(=O)CC1=NC(=O)CS1	x	1693	-0.6	0.9	4	-9	-2	-1	9	0.61	4
O=C(C1CCN(S(=O)(=O)c2cccc3nsnc23)CC1)N1CCCc2ccccc21	-50	1798	0.3	1	-5	8	11	5	-4	x	1
Cc1c(C(=O)NCCN2C(=O)S/C(=C\c3cccs3)C2=O)cccc1[N+](=O)[O-]	-5	1494	0.5	0.9	0	-6	2	4	5	0.37	9
COc1ccc(N(CC(=O)NCCSC2CCCCC2)S(C)(=O)=O)c(OC)c1	x	1531	2.5	1.1	3	-8	-6	10	-10	0.96	-10
C/C(Cl)=C/Cn1c(NCCCn2ccnc2)nc2c1c(=O)[nH]c(=O)n2C	x	1623	2.2	1.2	6	3	-1	6	-24	x	-10
CCN1C(=O)CC2(C[N+]3(C)CCC2CC3)C1=O (stereo not drawn)	0	1579	-1.0	1	2	-4	3	11	-1	1.3	2
Cc1nnc2sc(-c3ccc(NC(=O)CSc4ccc(Cl)cc4)cc3)nn12	15	1712	0.1	0.9	11	-6	2	7	15	x	15
COc1cccc(NS(=O)(=O)c2ccc(S(=O)(=O)N3CCOCC3)cc2)c1	x	1639	1.6	0.9	10	-3	4	4	7	x	-5
O=[N+]([O-])c1ccc(N2CCN(CCO)CC2)c2ncccc12	-6	1515	0.2	0.9	-1	-4	6	2	10	x	-5
CCN1C(=O)N/C(=C/c2ccc(C)o2)C1=O	10	1623	-0.1	0.9	0	-3	-1	-2	7	0.0075	9
COc1ccc(S(=O)(=O)NC(C)(C)C)cc1-c1nnc2c3ccccc3c(C)nn12	x	1312	0.2	0.9	-3	6	0	-8	10	-1.1	4
CCOCCCN(C(=O)Cn1nnc2ccccc21)C(C(=O)NCc1ccco1)c1ccncc1 (stereo not drawn)	11	1637	2.3	0.9	-2	-1	6	0	6	-0.42	-14
CC(=O)NS(=O)(=O)c1ccc(NC(=O)CN2C(=O)C3C4C=CC(C4)C3C2=O)cc1 (stereo not drawn)	-7	1722	-0.5	1	3	-1	6	4	-4	0.57	-22
COc1ccccc1N1C(=O)C2C3CC(c4ccccc4)C(C3)C2C1=O (stereo not drawn)	-2	1475	0.1	0.8	-1	0	-2	-3	22	-0.093	-2
O=C(Nc1cccc(-c2nc3ncccc3o2)c1)c1ccco1	x	1623	0.0	0.9	9	100*	0	-1	12	-1.6	4
COCCN(Cc1cc2cc(C)c(C)cc2nc1Cl)C(=O)N1CCOCC1	1	1665	-1.4	1.1	3	3	4	11	-5	-0.22	-11
CC(C)N1C(=O)C2C(C(=O)NCc3ccccc3)C3C=CC2(O3)C1C(=O)NC(C)(C)C (stereo not drawn)	14	1723	0.6	1	3	-2	1	12	-1	x	4
O=C(N/N=C/c1cccn1-c1ccc([N+](=O)[O-])cc1)C(O)c1ccccc1 (stereo not drawn)	x	1460	-7.1	0.8	-1	3	2	-2	17	x	-10
CN(C)c1nc2n(c(=O)n1)CCO2	-6	1507	-0.1	0.9	-5	-4	-8	-2	10	0.67	-2
Fc1ccccc1NC(=S)Nc1cccc2cnccc12	-18	1554	0.4	0.9	5	2	2	1	12	-1	6
C/C(=N/N1CCN(c2ccccn2)CC1)c1cccc([N+](=O)[O-])c1	5	1571	0.1	0.9	0	30	5	2	8	-0.62	-17
CCCCc1nc(SCC(=O)Nc2ccc(S(N)(=O)=O)cc2)n[nH]1	-15	1432	0.5	1	3	2	2	8	3	x	-4
O=[N+]([O-])c1cccc2ccc(/C=C/c3cccc(Br)c3)nc12	14	1567	3.1	0.9	-3	-3	4	2	8	0.55	7
COc1ccc(Cn2nnnc2C(c2ccccc2)N2CCN(C3CCCC3)CC2)cc1 (stereo not drawn)	-20	1568	-1.9	1.2	-3	-5	3	10	-18	x	6

Molecules above that contain an NH in an aromatic ring:
SMILES	S1P3 antagonist	TR-FRET SRC-2 ct	Redox H2O2 prof	bIAP act	PPARg SRC3 recr	Lmaj promast	PPARg SRC-1 ag	PPARg SRC2 recr	bIAP inhibitor	ROMK primary	TLR4 MyD88 comp
COc1ccc(-c2[nH]ncc2CN(C)CCN2CCOCC2)cc1F	7	1528	-1.6	1	-3	5	1	-10	-3	0.51	-1
Cc1ccc2c(c1)nnn2C1CCN(CC(=O)NCCc2nc3ccccc3[nH]2)CC1	-10	1609	1.8	1.1	8	-7	-4	-5	-6	x	6
C/C(Cl)=C/Cn1c(NCCCn2ccnc2)nc2c1c(=O)[nH]c(=O)n2C	x	1623	2.2	1.2	6	3	-1	6	-24	x	-10
CCCCc1nc(SCC(=O)Nc2ccc(S(N)(=O)=O)cc2)n[nH]1	-15	1432	0.5	1	3	2	2	8	3	x	-4

New compounds follow.
SMILES	S1P3 antagonist	TR-FRET SRC-2 ct	Redox H2O2 prof	bIAP act	PPARg SRC3 recr	Lmaj promast	PPARg SRC-1 ag	PPARg SRC2 recr	bIAP inhibitor	ROMK primary	TLR4 MyD88 comp
CC1CC(C)CN(c2ncc3c(n2)CC(c2ccccc2Cl)CC3=O)C1 (stereo not drawn)	19	1557	-0.2	0.9	3	5	-1	5	7	x	-9
FC(F)(F)c1ccccc1NC(=S)N/N=C1\CC2CC=CC12 (stereo not drawn)	2	1711	-1.5	0.9	10	-10	2	9	9	-0.014	-4
COc1cccc([C@@H]2Oc3ccc(OC)cc3C(=O)[C@H]2OC(=O)NCc2ccc3c(c2)OCO3)c1	-3	1506	0.0	0.8	3	5	5	14	22	2.2	-5
COc1ccccc1Cn1c(=S)[nH]c2cc(C(=O)NCc3cccnc3)ccc2c1=O	-6	1660	-0.6	1.1	3	-6	-7	4	-8	0.24	8
O=C(N/N=C\C=C\c1ccc2c(c1)OCO2)c1cccnc1	13	1404	0.1	0.6	1	3	4	0	38	x	-8
CN(C)/C=C/C(=O)c1cccc(Cl)c1	x	1486	2.4	0.7	-8	-4	-2	-4	26	x	-18
Cc1ccccc1CSCC(=O)N/N=C/c1cccs1	x	1334	2.3	0.9	-6	4	-3	3	14	0.035	-5
Cc1nc(N2CCN(C)CC2)c2c(C)c(C(=O)Nc3ccc(F)cc3)sc2n1	x	1647	0.1	1	11	8	3	12	4	-0.54	-9
c1ccc(CSc2nnc(-c3ccco3)n2Cc2ccccc2)cc1	2	1544	2.8	0.9	-14	16	6	2	12	x	2
O=C(c1ccccc1-c1ccccc1)N1CCOCC1	-10	1767	0.0	0.8	1	1	7	7	18	x	-1
COc1cc(/C=N/NC(=S)NCCN2CCOCC2)ccc1O	-2	1604	-1.0	0.9	1	1	9	18	8	0.91	7
COc1ccc(C(=O)NC(=O)COC(=O)c2ccc3ncsc3c2)cc1	7	1652	-0.2	0.8	0	42	4	-3	24	-0.041	-1
CCCCC(=Nc1ccccc1OC)C1=C(O)CC(c2ccccc2)CC1=O (stereo not drawn)	17	1645	0.1	1	-4	6	-5	-2	1	0.5	-6
S=c1[nH]ncn1/N=C/c1ccc(Br)cc1	-1	1415	-0.2	0.8	6	-9	-5	-6	24	x	-6
O=C(c1ccc2nc(N3CCOCC3)sc2c1)N1CCC(Cc2ccccc2)CC1	x	1676	-1.1	1.1	0	-11	-2	8	-8	x	5
COc1cc(S(=O)(=O)N2CCC(c3nc4ccccc4s3)CC2)ccc1S(=O)(=O)N1CC(C)CC(C)C1 (stereo not drawn)	x	1458	1.2	1	4	-7	-2	8	2	0.2	0
COc1cccc(C(=O)Nc2c(C)nn(-c3ccccc3)c2C)c1	4	1645	-0.2	0.9	3	-7	0	8	7	0.65	-1
Cn1c(C(=O)N2CCN(c3ncccn3)CC2)cc2c(=O)n(C)c3ccccc3c21	-6	1683	-0.7	1.1	-10	9	-10	-9	-9	x	-1
N#Cc1nc(-c2ccc(Cl)cc2)oc1NCc1ccco1	-6	1509	-0.3	0.7	4	-6	0	9	35	x	1
CC(C)CC(N=Cc1c(O)c2ccccc2oc1=O)C(=O)O (stereo not drawn)	1	1716	0.1	1.1	4	-6	8	10	-7	0.74	-15
COc1ccc(-c2nnc(SCC(=O)N3CCOCC3)n2C)cc1OC	x	1361	0.6	0.9	11	-5	-5	4	10	1	3
Cc1cccc(OS(=O)(=O)NC(=O)OCC2CCCN3CCCCC23)c1 (stereo not drawn)	3	1646	-1.1	0.9	4	-4	4	0	8	0.67	2
Cc1ccc(/C(N)=N/OC(=O)c2ccc(C)cc2Cl)cc1	10	1576	0.3	1	7	12	5	-5	4	0.085	6
